OX1R FRET antag: blocks the human orexin 1 receptor; 330,000 tested, 1.8% active; OX1R-expressing cells, FRET antagonist read-out; O43613; inhibition, % at 6.6 µM; in the data active means inhibition mostly above about 38%, no sharp cut-off; inactive means mostly below about 40%;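 further: 0% = agonist challenge alone and 100% = reference antagonist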
Target sequence (O43613 whole entry, looked up): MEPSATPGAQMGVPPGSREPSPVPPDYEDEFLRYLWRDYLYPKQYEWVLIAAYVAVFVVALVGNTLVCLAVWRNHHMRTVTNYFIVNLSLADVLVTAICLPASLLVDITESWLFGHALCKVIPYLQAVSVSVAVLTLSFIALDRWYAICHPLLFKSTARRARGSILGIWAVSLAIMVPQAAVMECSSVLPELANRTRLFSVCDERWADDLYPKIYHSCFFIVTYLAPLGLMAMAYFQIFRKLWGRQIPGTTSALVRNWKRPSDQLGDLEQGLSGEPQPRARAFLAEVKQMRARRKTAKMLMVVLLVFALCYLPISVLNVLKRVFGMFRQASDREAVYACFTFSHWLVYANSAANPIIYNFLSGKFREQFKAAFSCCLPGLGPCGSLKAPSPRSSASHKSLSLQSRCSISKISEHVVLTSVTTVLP
STK33 inh: blocks human STK33 kinase activity; Q9BYT3; purified STK33, MBP phosphorylation, ADP-Glo luminescence; inhibition, % at 10 µM; 320,000 tested, 0.073% active; AID 2661;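 active means inhibition at or above 25%, using the most active replicate where run in duplicate; inactive means inhibition below 25%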
Target sequence (Q9BYT3 whole entry, looked up): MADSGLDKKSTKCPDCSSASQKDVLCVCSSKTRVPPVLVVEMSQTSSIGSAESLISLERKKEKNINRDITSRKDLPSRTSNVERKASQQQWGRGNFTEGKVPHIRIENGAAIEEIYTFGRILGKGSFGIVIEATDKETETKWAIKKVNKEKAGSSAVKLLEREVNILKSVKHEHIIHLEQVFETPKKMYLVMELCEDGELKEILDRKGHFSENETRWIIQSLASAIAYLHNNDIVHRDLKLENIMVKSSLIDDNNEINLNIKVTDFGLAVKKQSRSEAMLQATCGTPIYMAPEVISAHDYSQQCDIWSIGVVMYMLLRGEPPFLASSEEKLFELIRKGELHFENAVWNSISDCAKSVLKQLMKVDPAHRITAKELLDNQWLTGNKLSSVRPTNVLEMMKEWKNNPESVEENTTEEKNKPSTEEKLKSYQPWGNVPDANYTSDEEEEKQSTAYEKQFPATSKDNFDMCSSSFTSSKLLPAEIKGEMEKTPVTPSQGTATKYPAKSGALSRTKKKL
Numbers without * were called inactive; x = not tested or not shown. Random draw from the library. About 1.8% of those tested had a hit in this group.

SMILES	OX1R FRET antag	STK33 inh
COc1ccc(C(CNC(=O)c2ccc(-c3nc4ccccc4s3)o2)N2CCCC2)cc1 (stereo unspecified)	5.0	0.5
Cc1cc(C)c2cc(CN(Cc3cccnc3)C(=O)c3ccc(F)cc3)c(Cl)nc2c1	20.6	-0.2
Cc1cc(C(=O)COC(=O)c2ccc(F)cc2)c(C)n1C	2.2	-1.6
Cc1ccc2c(c1)C(c1ccccc1)N(C(=O)c1ccc(Br)cc1)CC(=O)N2 (stereo unspecified)	x	-0.2
O=S(=O)(c1ccccc1)c1nc(-c2ccccc2Cl)oc1NCCCN1CCOCC1	15.0	-0.8
CC(=O)Nc1ccc(OC(=O)N2CCCC2)cc1	6.7	-1.2
Cc1ccccc1NC(=O)CCN1CCN(CCO)CC1	-7.0	-1.5
C#CCNC(=O)C1=C[C@@H](c2ccc(Br)cc2)C[C@@H](OCc2ccc(CO)cc2)O1	24.4	0.6
CCN(CC)c1ccc(C=Nc2ccccc2)c(O)c1	18.0	-0.9
O=C(O)CSCC(=O)N1CCCN(c2nc3ccc(Cl)cc3s2)CC1	4.5	-1.1
CCn1ccnc1CN(C)Cc1cn[nH]c1-c1ccc(OC)c(F)c1	17.5	-1.8
O=C(Nc1ccc2c(c1)OCO2)c1nn(-c2ccccc2)c(=O)c2ccccc12	9.0	-0.5
CC(=O)C1=C(O)C(=O)N(CCc2c[nH]c3ccccc23)C1c1ccc(O)cc1 (stereo unspecified)	-2.4	-0.6
O=C(CC12CC3CC(CC(C3)C1)C2)N/N=C/c1ccc([N+](=O)[O-])o1	22.2	-0.1
NC(CO)(CO)COCc1ccccc1	6.2	2.6
COc1cc(CCC(=O)OCC(=O)NCC2CCCCC2)cc(OC)c1OC	20.7	-1.1
C/C(=N\NC(=O)c1cccc(C)c1)c1ccc(N2CCOCC2)cc1	31.0	0.9
O=C(COC(=O)CCC(=O)c1cccs1)Nc1ncc(Cl)cc1Cl	19.4	-1.3
COC(=O)C1=CN(C)C=C(C(=O)OC)C1c1ccccc1Cl	23.9	-1.8
Cc1cc(C2=NNC(=NCCc3ccccc3)SC2)c(C)n1-c1c(C)n(C)n(-c2ccccc2)c1=O	-0.1	-0.7
COc1cccc(C(=O)Nc2ccc(F)cc2F)c1	18.6	1.6
O=C(O)Cc1ccc(C(=O)CSc2ccccc2)s1	12.6	-1.4
CCC(C)NC(=O)c1cc(OC)c(OC)c(OC)c1 (stereo unspecified)	-4.6	5.3
Cc1cc(C)c2nc(N3C(=O)C(O)=C(C(=O)c4ccco4)C3c3ccco3)sc2c1 (stereo unspecified)	5.7	2.5

5 entries from above, arranged by the number in OX1R FRET antag, low to high.
SMILES	OX1R FRET antag	STK33 inh
CCC(C)NC(=O)c1cc(OC)c(OC)c(OC)c1 (stereo unspecified)	-4.6	5.3
Cc1cc(C2=NNC(=NCCc3ccccc3)SC2)c(C)n1-c1c(C)n(C)n(-c2ccccc2)c1=O	-0.1	-0.7
NC(CO)(CO)COCc1ccccc1	6.2	2.6
COc1cc(CCC(=O)OCC(=O)NCC2CCCCC2)cc(OC)c1OC	20.7	-1.1
COC(=O)C1=CN(C)C=C(C(=O)OC)C1c1ccccc1Cl	23.9	-1.8

Next part:
SMILES	OX1R FRET antag	STK33 inh
CC(C)Oc1ccc(CNC(=O)Cn2c(=O)oc3ccccc32)cc1	9.5	-1.5
OCCn1c(SCCOc2ccccc2F)nc2ccccc21	104.7*	5.9
COC(=O)c1nc2ccccc2s1	18.6	0.2
C/C(=N\NC(=O)c1c(Br)c(C)nn1C)c1cccc(NC(=O)c2ccccc2F)c1	22.6	-0.2
O=C(CSc1nnc2ccccn12)c1ccc2c(c1)OCCO2	14.8	-1.4
OC(CNCc1ccccc1Cl)COc1ccc(F)cc1 (stereo unspecified)	11.8	-0.8
CC(=O)c1cccc(CN2CCN(CC=C(C)C)C(CCO)C2)c1 (stereo unspecified)	8.3	x
CN(C)c1oc(/C=C/c2cccs2)nc1S(=O)(=O)c1ccccc1	18.1	0.9
Cc1cccc(NC(=O)CN2C(=O)C(C)Oc3ccccc32)n1 (stereo unspecified)	4.4	-0.9
CCOC(=O)c1c2c(n(C)c1C)C(=O)C(=O)c1ccc(Br)cc1-2	13.8	-0.6
COc1cc(NC(=O)c2nccnc2C(=O)O)cc(OC)c1	9.1	-1.9
CN(C)S(=O)(=O)c1cccc(-c2nnc3n2CCCCC3)c1	2.4	-1.3
O=C(O)CCCCCCCCc1cn(CCc2c[nH]c3ccccc23)nn1	16.9	-1.5
COc1ccc(N2C(=O)CC(Nc3cccc([N+](=O)[O-])c3)C2=O)cc1 (stereo unspecified)	42.3	0.2
O=C(O)CCC(=O)NNC(=O)CCCOc1ccc(Cl)cc1Cl	14.6	-0.3
Cc1cccc(C)c1OCCSc1n[nH]c(N)n1	15.0	-4.8
COc1ccc(S(=O)(=O)N(C)c2ccc(C(=O)NCc3ccncc3)cc2)cc1	15.1	-0.8
CCN(CC(=O)Nc1cc(Cl)ccc1C)c1ncnc2sc(C)c(C)c12	25.4	0.1
Cc1cc(NC(=O)CN2CCC(n3nnc4cc(C(F)(F)F)ccc43)CC2)no1	12.4	-0.7
O=C(O)c1ccccc1-c1ccccc1C(=O)Nc1cccc(O)c1	1.4	-0.9
O=C(COC(=O)c1nn(CCO)c(=O)c2ccccc12)Nc1ccc(Cl)c(Cl)c1	6.2	-1.1
N#Cc1nc(-c2ccco2)oc1N1CCc2ccccc2C1	3.3	-0.1
COc1cccc(CCNC(=O)CC2C(=O)NCCN2Cc2ccc(Cl)c(F)c2)c1 (stereo unspecified)	4.9	1.8
CCOC(=O)c1sc(NC(C)=O)cc1C	11.9	-6.2
O=C(CCN1C(=O)C2C3CC(C(Br)C3Br)C2C1=O)OCC(=O)c1cccc([N+](=O)[O-])c1 (stereo unspecified)	6.2	0.5
CCOC(=O)c1c(C)n(C)c2ccc(OC(=O)c3ccco3)cc12	29.2	-0.3
NC(=O)c1c(N)sc(=S)n1CC1CCCO1 (stereo unspecified)	33.6	-1.3
O=C(c1cc(=O)c2ccccc2o1)N1CCN(c2ccccc2F)CC1	23.0	-0.2
CCN(C(=O)COC(=O)/C=C/c1ccc(S(=O)(=O)N2CCc3ccccc32)cc1)C1CCS(=O)(=O)C1 (stereo unspecified)	20.6	0.0
O=C(COC(=O)COc1ccccc1[N+](=O)[O-])NCc1ccc2c(c1)OCO2	22.7	0.9
COc1ccc2cc3cc(C(=O)NCCCN4CCC(C)CC4)oc3nc2c1	46.3*	-1.2
Cc1ccc(C(=O)CN2C(=O)c3ccccc3S2(=O)=O)cc1	1.6	-1.8
O=S(=O)(c1ccccc1Cl)N1CCC(O)(c2ccc3c(c2)OCO3)CC1	21.2	-1.2
Cc1cc2cc3c(cc2nc1SCC(=O)N1CCOCC1)OCO3	23.6	0.8
CCc1ccccc1NC(=O)CN1CCN(C(=O)c2cccc(-n3cnnn3)c2)CC1	3.7	-1.0
Cn1ccnc1SCC(=O)c1ccc(OC(F)F)cc1	9.0	2.5
O=C(NCc1ccc(Cl)cc1Cl)C1CCN(S(=O)(=O)c2ccc3c(c2)OCCCO3)CC1	-3.0	0.0
CC1(C)CC(=O)/C(=C(/O)CCCN2C(=O)c3ccccc3C2=O)C(=NC(C)(C)C)C1	30.2	0.6
COc1ccc(C2/C(=C(/O)c3ccccc3)C(=O)C(=O)N2C)cc1 (stereo unspecified)	21.4	-1.7
CSCCC(NS(=O)(=O)c1ccccc1)C(=O)OC(C)C(=O)Nc1ccc(Cl)cn1 (stereo unspecified)	5.6	0.4
Cc1cccc(N2CCN(C(=O)c3cc4cc(F)ccc4[nH]3)CC2)c1C	-10.5	0.7
Cc1ccc(C(=O)NCc2ccco2)cc1[N+](=O)[O-]	42.2	-1.0
COc1ccc(OCC(=O)NNc2nc3ccccc3s2)cc1	10.9	-0.9
COc1cc([N+](=O)[O-])cc(/C=N/NC(=O)c2ccc(C)nc2)c1O	47.3	0.2
N#C/C(=C\c1ccc(-c2ccccc2[N+](=O)[O-])o1)C(=O)N1CCOCC1	23.4	-1.2
N#Cc1cc(C#N)c(SCC(=O)NCC2CCCO2)nc1N (stereo unspecified)	20.5	-1.7
COc1ccc(C)cc1NC(=O)CN1CCN(S(=O)(=O)c2ccc(F)cc2)CC1	21.5	3.8
C/C=C\C=C/C(=O)Nc1cccc(C2=NOC3(C2)C[C@@H](C(N)=O)N(C(=O)c2ccccc2)C3)c1 (stereo partly specified)	22.9	-0.6

A section of the results above:
SMILES	OX1R FRET antag	STK33 inh
CC1(C)CC(=O)/C(=C(/O)CCCN2C(=O)c3ccccc3C2=O)C(=NC(C)(C)C)C1	30.2	0.6
COc1ccc(C2/C(=C(/O)c3ccccc3)C(=O)C(=O)N2C)cc1 (stereo unspecified)	21.4	-1.7
CSCCC(NS(=O)(=O)c1ccccc1)C(=O)OC(C)C(=O)Nc1ccc(Cl)cn1 (stereo unspecified)	5.6	0.4
Cc1cccc(N2CCN(C(=O)c3cc4cc(F)ccc4[nH]3)CC2)c1C	-10.5	0.7
Cc1ccc(C(=O)NCc2ccco2)cc1[N+](=O)[O-]	42.2	-1.0
COc1ccc(OCC(=O)NNc2nc3ccccc3s2)cc1	10.9	-0.9

Next part:
SMILES	OX1R FRET antag	STK33 inh
O=C(CN(c1ccccc1)S(=O)(=O)c1ccccc1)Nc1ccc(F)cc1	3.1	1.4
NNC(=O)CN1C(c2cccc(Cl)c2)=Nc2ccc(Br)cc2C1c1ccccc1 (stereo unspecified)	21.1	-0.3
O=C(c1cc(Cl)nc2ccccc12)N(Cc1nnc(-c2ccc(Cl)cc2)o1)C1CC1	11.7	0.6
Cc1ccc(/C=C/C(=O)Nc2cc(S(N)(=O)=O)ccc2O)cc1	10.2	-0.4
O=C(NCC1CCCN1S(=O)(=O)c1cccs1)C(=O)Nc1ccc(F)cc1 (stereo unspecified)	31.8	0.2
Cc1ccccc1NC(=O)c1cccc(N2C(=O)C3C4CCC(C4)C3C2=O)c1 (stereo unspecified)	0.2	-2.0
CCc1cccc(CC)c1NC(=S)NCCc1ccc(O)c(O)c1	15.2	-0.6
COc1ccc(F)c(CN2CCC(n3nccc3NC(=O)C3CCOC3)CC2)c1 (stereo unspecified)	11.2	-0.8
CCn1c(SCC(=O)NC2CCCc3ccccc32)nnc1-c1cccs1 (stereo unspecified)	70.4*	-0.3
N#C/C(=C\c1ccc(OCc2ccc(F)cc2)cc1)C(=O)Nc1cccc(C(=O)O)c1	13.5	-0.6
COc1ccc([C@H]2/C=C\CN(S(=O)(=O)c3ccc(C)cc3)[C@@H](C)C(=O)N2Cc2ccc(F)cc2)cc1	41.9	-0.7
CSc1ccc(C2C(C#N)=C(N)Oc3c2ccc(=O)c2c(C)oc(C)c32)cc1 (stereo unspecified)	28.9	0.1
CC(C)N=c1scc(-c2ccco2)n1/N=C/c1ccc(O)c(O)c1	21.3	-0.6
CNC(=O)/C(C#N)=C/c1c(N2CCN(C)CC2)nc2c(C)cccn2c1=O	12.4	-0.7
Cc1nc(-c2ccc3c(c2)OCCCO3)cs1	5.3	-1.5
CCC(CO)NCc1ccc(Br)cc1 (stereo unspecified)	7.4	-0.3
CC(=O)Nc1sc(NC(=O)c2ccc([N+](=O)[O-])cc2)nc1-c1cccs1	8.8	0.1
Cc1cc(C)cc(OCC(=O)N/N=C/c2ccncc2)c1	9.5	0.6
O=C(CSc1ncnc2c1oc1ccccc12)N1CCCc2ccccc21	7.7	-0.8
Cc1ccc(N2C(=O)CC(NNC(=O)Cc3ccc(F)cc3)C2=O)cc1Cl (stereo unspecified)	7.3	-1.2
Cn1c(SCC(=O)c2ccc3c(c2)NC(=O)CO3)nc2ccccc21	12.7	0.7
Cc1ccc2cc(CCNC(=O)c3ccc(S(=O)(=O)N4CCOCC4)cc3)c(=O)[nH]c2c1	21.2	-0.6
CCN1CCN(C(c2ccccc2)c2sc3nc(C)nn3c2O)CC1 (stereo unspecified)	14.1	0.2
CCOc1ccc(NC(=O)c2cc(F)c(F)cc2Cl)cc1OCC	15.1	0.0
O=C(Cn1ccc2cc(S(=O)(=O)N3CCCC3)ccc21)NCc1ccccc1	21.2	0.9
C/C(=N\NC(=O)CNc1ccccc1Cl)C(C)(C)C	17.8	-0.3
COCCNC(=O)/C(C#N)=C/c1ccc2c(c1)OCO2	28.3	-0.2
Cc1cccc(OCCC(=O)NCC(=O)Nc2cccc(C)c2C)c1	28.3	-1.8
COc1ccc(-c2cnc3nc(/N=C/N(C)C)nn3c2/N=C/N(C)C)cc1	30.6	1.4
CC(=O)Nc1sc(C)c(C)c1C(=O)OCC(=O)Nc1ccc(S(N)(=O)=O)cc1	3.3	-0.2
O=[N+]([O-])c1cc2c(c(CSc3ncccn3)c1)OCOC2	53.2	x
CC1CC(C)CN(CCCNC(=O)CN2C(=O)CSc3ccc(S(=O)(=O)N4CCCCC4)cc32)C1 (stereo unspecified)	0.0	3.6
O=C(c1ccc(CN2CCc3ccccc3C2)cc1)N1CCc2ccccc2C1	15.8	-0.6
O=c1c(Cl)c(N/N=C/c2ccc(Cl)cc2)cnn1-c1ccccc1	9.8	0.3
Cc1ccc2c(cnn2C(=O)CCCC(=O)NCc2ccc(Cl)cc2)c1	11.6	-1.0
Cc1ccccc1C(=O)NNC(=O)C1CCCN(c2ncccn2)C1 (stereo unspecified)	6.5	0.9
O=[N+]([O-])c1ccc(CSc2nnc(-c3cccnc3)o2)cc1	x	-1.6
COc1ccc(Cl)cc1S(=O)(=O)n1ccnc1	9.0	1.9
Cc1nn(CCO)c2c1C(=O)CCC2	20.1	0.0
Oc1cccc(C(=S)N2CCC(Cc3ccccc3)CC2)c1	-2.8	-0.6
O=C1CCCC2=C1C(c1ccccc1)C1C(=O)c3ccccc3C1=N2 (stereo unspecified)	37.5	-0.4
CCOC(=O)C1(CCCc2ccccc2)CCN(C(=O)CN2C(=O)CSC2=O)CC1	24.6	-1.5
Cc1ccccc1NC(=S)Nc1ccccc1	6.3	-0.6
CCOc1ccc(CNC(=O)CCn2c(=O)oc3ccccc32)cc1	3.2	-1.7
CCCCN(C(=O)C1=COCCO1)c1c(N)n(CCC)c(=O)[nH]c1=O	16.3	-0.5
c1ccc(CSc2nnc(Cc3ccccn3)o2)cc1	13.2	0.1

From PubChem
